# ASM inhibitor = human S-ASM enzyme inhibition. Potency, µM (doses to about 57.5 µM), inactives show top-dose activity change, negative = inhibition, most hits filed as inhibitors. P17405. placental ASM, HMU-PC fluorogenic substrate, 60 min. 340,000 tested, 0.006% active; further: potency means the concentration at half of the fitted maximal effect
# Target sequence (P17405 47-631 limits assumed): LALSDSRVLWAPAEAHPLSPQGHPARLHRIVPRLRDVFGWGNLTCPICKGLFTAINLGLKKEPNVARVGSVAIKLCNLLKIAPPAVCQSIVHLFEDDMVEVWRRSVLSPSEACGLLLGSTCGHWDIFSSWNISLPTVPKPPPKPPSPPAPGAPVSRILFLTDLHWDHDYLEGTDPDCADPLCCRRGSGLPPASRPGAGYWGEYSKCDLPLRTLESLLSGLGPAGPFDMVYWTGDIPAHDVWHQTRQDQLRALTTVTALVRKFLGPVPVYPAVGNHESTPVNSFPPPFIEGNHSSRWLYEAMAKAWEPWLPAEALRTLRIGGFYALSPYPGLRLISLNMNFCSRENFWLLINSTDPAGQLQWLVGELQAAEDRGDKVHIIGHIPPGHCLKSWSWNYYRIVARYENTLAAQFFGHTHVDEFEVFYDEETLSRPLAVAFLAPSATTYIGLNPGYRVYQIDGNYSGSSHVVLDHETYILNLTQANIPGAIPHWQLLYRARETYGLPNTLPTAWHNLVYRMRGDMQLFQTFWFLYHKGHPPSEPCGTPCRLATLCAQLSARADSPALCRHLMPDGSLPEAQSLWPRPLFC
#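 Human placenta-derived ASM enzyme was preincubated with compound for 10 minutes at room temperature, then given fluorogenic substrate HMU-PC0 (9 uM final) for 60 minutes at 37 °C; a pH 10 stop preceded fluorescence reading at Ex 386/Em 447 nm.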
# Mito fusion yeast = mitochondrial division inhibition or fusion activation. S. cerevisiae fusion-defective mutant growth rescue, CellTiterGlo 48 h. Potency, µM (series often up to 46.1 µM), without a hit: top-dose growth rescue (activation), actives largely listed as activators. 320,000 tested, 0.23% active. AID 485298;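 further: potency means the concentration at half of the fitted maximal effect; % of control where 0% means no effect; nearly all actives have a fitted effect of over 45% in size; temperature-sensitive fusion mutants such as fzo1-1 at 37 °C on non-fermentable ethanol glycerol medium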
#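 Luminescent cell viability in 1536-well qHTS format served as the measure of rescued growth in ts fusion-mutant S. cerevisiae cultured on non-fermentable YPEG for 48 hours at 37C.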
# Tb PFK block = T. brucei PFK enzyme inhibition. T. brucei PFK, ADP-Glo luminescence. 330,000 tested, 0.17% active. AID 485367. O15648. Potency, µM (doses to about 57.5 µM), without a hit: at the top dose activity, negative = inhibition, hits mostly inhibitors;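 further: potency means the concentration at half of the fitted maximal effect; 0% = uninhibited 1x PFK enzyme wells and -100% = no-enzyme wells; nearly all actives have a fitted effect of over 60% in size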
# Target sequence (O15648 whole entry, looked up): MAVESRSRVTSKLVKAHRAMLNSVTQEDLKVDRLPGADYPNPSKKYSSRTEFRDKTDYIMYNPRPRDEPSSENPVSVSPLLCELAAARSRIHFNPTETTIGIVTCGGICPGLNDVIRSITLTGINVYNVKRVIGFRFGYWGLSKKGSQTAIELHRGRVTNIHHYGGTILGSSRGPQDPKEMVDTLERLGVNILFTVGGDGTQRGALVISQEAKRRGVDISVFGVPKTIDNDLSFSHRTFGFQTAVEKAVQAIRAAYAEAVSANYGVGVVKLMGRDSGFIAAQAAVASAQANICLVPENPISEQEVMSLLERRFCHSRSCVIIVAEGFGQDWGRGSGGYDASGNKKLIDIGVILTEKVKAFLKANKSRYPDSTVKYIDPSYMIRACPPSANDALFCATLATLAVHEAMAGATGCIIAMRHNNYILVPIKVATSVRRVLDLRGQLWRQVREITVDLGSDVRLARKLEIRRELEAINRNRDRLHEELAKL
#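 Luminescent ADP detection (ADP-Glo, two-step: ATP depletion then ADP-to-ATP conversion for luciferase) reported PFK activity after 45 min room-temperature reaction of 1.25 nM enzyme with 0.5 mM F6P and 0.1 mM ATP at pH 8.0.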
# TSG101-PTAP inh = blocks PTAP/TSG101 interaction to inhibit HIV-1 budding | 340,000 tested, under 10 active | Potency, µM (titrated, usually from 115 µM), for inactives: top-dose activity change, negative = inhibition, actives largely listed as inhibitors | Q99816 | Fluorescence polarization, FITC-PTAP peptide / Tsg101 binding | AID 493005; active means well fitted inhibition curve with a large enough effect in the main read-out, with a control signal flat, not every such curve was filed as active; inconclusive means small, poorly fitted or top-dose-only effect, or effect the other way, or a change in a side signal; inactive means no such curve, though single readings can be large or run the other way; further: potency means the concentration at half of the fitted maximal effect; % of control where 0% means no effect
#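 Fluorescence anisotropy tracks displacement of a FITC-tagged PTAP peptide (50 nM) from the Tsg101 binding domain (10 uM), following a 20 min room-temperature incubation at pH 7.5.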
# ELG1 repair inh = blocks ELG1-dependent DNA repair in HEK293T cells | HEK293T ELG1-luciferase reporter, luminescence, 16 h; DNA damage induced by 5-fluorouridine | Potency, µM (titrated, usually from 46.1 µM), without a hit: at the highest dose activity change, negative = inhibition, actives largely listed as inhibitors | 330,000 tested, 2.3% active | AID 504467; further: potency means the concentration at half of the fitted maximal effect; on the % scale 0 is the no-effect control and ±100 the full control effect; nearly all actives have a fitted effect of over 55% in size
#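 HEK293T cells expressing luciferase-tagged ELG1 (2,000/well) received 5-Fluorouridine plus compound or DMSO for 16 hr at 37 °C. Luciferase was read by ONE-Glo luminescence after 30 min at room temperature.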
# a7 integrin act = integrin-mediated muscular dystrophy alleviation activation | alpha7betagal myoblasts, beta-gal FDG fluorescence, 48 h | Potency, µM (top dose mostly 38.3 µM), inactives show at the top dose activation, actives largely listed as activators | 350,000 tested, 0.064% active | AID 624291;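 further: potency means the concentration at half of the fitted maximal effect; 100% = response of the positive control SU9516; nearly all actives have a fitted effect of over 60% in size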
#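 Alpha7betagal+/- myoblasts (passage 13) were plated 16-24 hr, then exposed to compounds (1:260 dilution of DMSO stock) for 48 hours at 37C. After MPER lysis, β-galactosidase reporter activity was read as FDG fluorescence (ex 480/em 540) after 30 minutes.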
# BCR signal inh = blocks chronic active B-cell receptor signaling. ABC-DLBCL IkBa-CBG/CBR reporter, luminescence ratio, 4 h. AID 493014. Potency, µM (top dose mostly 46.1 µM), inactives show at the top dose ratio change, negative = lower green/red ratio, most hits filed as inhibitors. 340,000 tested, 0.05% active; active means well fitted inhibition curve with a large enough effect in the signal ratio, with a control signal flat, not every such curve was filed as active; inconclusive means small, poorly fitted or top-dose-only effect, or effect the other way, or a change in a side signal; the % refers to the signal ratio;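 further: potency means the concentration at half of the fitted maximal effect; plate controls were basal doxycycline-induced cells for no effect and cells given 10 µM MG132 for full effect; MG132 reads +100%, hits lower the ratio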
#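 Cell line TMD8 (human ABC DLBCL), stably expressing tet-inducible CBG68-IkBa fusion and CBR; IMDM/0.5% FBS; cpd up to 46 uM; dox induction, 4 h, 37C/5% CO2; dual luminescence; green/red ratio; MG132 control.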
# AT treatment = candidate therapy for ataxia-telangiectasia. […] A-T fibroblasts, KAP-1 phosphorylation AlphaLISA; neocarzinostatin DNA damage 30 min before lysis. 320,000 tested, 0.19% active. Potency, µM (titrated, usually from 57.5 µM), for the others: at the top dose activation, actives largely listed as activators. AID 485349; further: potency means the concentration at half of the fitted maximal effect; % of control where 0% means no effect; nearly all actives have a fitted effect of over 45% in size
#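 hTERT-immortalized A-T patient fibroblasts ([…]), 500 cells/well in OPTI-MEM, 1% FBS, got compounds for 60 min, then NCS for 30 min at 37C. Lysates were then assayed for phospho-KAP-1 by AlphaLISA (anti-pKAP1 donor, anti-KAP1 acceptor beads), 6 hr at 25C.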
# TCR act = T cell receptor activation. Potency, µM (top dose mostly 9.22 µM), for inactives: at the highest dose activation of IL-2 secretion, actives largely listed as activators. AID 504894. primary human leukocytes, anti-CD3, IL-2 HTRF, 48 h. 330,000 tested, under 10 active; further: % of control where 0% means no effect
#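 Readout: HTRF IL-2, Eu-cryptate/d2 antibody pair, 320nm excitation, 665nm emission. Stimulus: a-CD3 beads, no co-stimulation. Cells: primary human leukocytes. Exposure: 48 hr with compound.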
# TSHR antag = blocks TSH signaling through the human TSH receptor; activity change, negative = inhibition, % at 11.5 µM; TSHR-expressing cells, TSH-stimulated cAMP HTRF, 2 h; active compounds read low; 330,000 tested, 0.2% active; P16473;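 active means activity change below a set negative limit, meaning inhibition stronger than a set level, cut at about -70% in these data; inconclusive means activity change between two set negative limits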; further: on the % scale 0 is the no-effect control and ±100 the full control effect
#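 Cell-based HTRF cAMP assay; TSHR cells + compound, TSH EC80 (4nM final), 2 h, 37 deg C. Lysis with anti-cAMP cryptate and cAMP-d2, 30 min RT, read 665/620 nm.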
# Eya2 phos inh = inhibitors of human Eya2 phosphatase activity. Potency, µM (highest dose often 76.9 µM), for the others: at the top dose activity, negative = inhibition, actives largely listed as inhibitors. 330,000 tested, 0.006% active. O00167. recombinant Eya2, OMFP fluorescence dephosphorylation (OMFP is methylfluorescein phosphate); further: potency means the concentration at half of the fitted maximal effect; on the % scale 0 is the no-effect control and ±100 the full control effect
#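 Eya2 protein (added as 0.2 uM solution) was preincubated with compound for 10 min at ambient temperature in 50 mM HEPES pH 7.5, 50 mM NaCl, 5 uM MgCl2, 0.05% BSA, 1 mM DTT. OMFP (added at 50 uM) then reacted 10 min; fluorescence read at 485/525 nm.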
# Numbers without * were called inactive; ? = inconclusive; . = not tested or not shown; [ ] = another dose, or the depositor's remark. Unless noted, the call rests on the fitted dose curve; in most records, active means well fitted curve in the direction sought with a large enough effect; inconclusive means small, poorly fitted or top-dose-only effect, or another doubt; inactive means no such curve, though single readings can be large; an effect the other way counts as inactive or inconclusive.
SMILES,ASM inhibitor,Mito fusion yeast,Tb PFK block,TSG101-PTAP inh,ELG1 repair inh,a7 integrin act,BCR signal inh,AT treatment,TCR act,TSHR antag,Eya2 phos inh
O=C(O)c1ccc(CSc2nnc(-c3ccccc3Br)o2)cc1,4%,2%,3%,-2%,20%,-21%,?,-1%,6%,8,4%
CCN(CC)S(=O)(=O)c1cccc(N=Nc2c(O)c3ccccc3oc2=O)c1,-6%,5%,-1%,0%,?,10%,?,-58%[inhibitor],0%,-2,-2%
O=C(O)c1ccc(Nc2ccc(F)c(F)c2)c([N+](=O)[O-])c1,4%,?,-2%,-3%,13%,-1%,6%,-7%,2%,-7,18%
Cc1cc(=O)oc(C)c1C(=O)NCCC1=CCCCC1,-2%,-1%,-5%,-5%,1%,16%,?,9%,-2%,8,1%
CCCNS(=O)(=O)c1ccc(OCC(=O)NCCCOC)cc1,-2%,-1%,3%,-3%,10%,-19%,?,2%,-5%[46.1 µM],18,4%
O=C(Nc1ccccc1)c1nnsc1S(=O)(=O)c1ccc(Cl)cc1,-11%,-28%,-11%,-5%,-18%,-60%[inhibitor],?,-7%,-2%,?,-4%
CC1=C(C#N)C(c2ccc3ncccc3c2)C(C#N)=C(C)N1,4%,-9%,0%,-10%,-29%,11%,?,-7%,2%,-6,9%
Cc1cc(-c2nnc(SCC(=O)NC3CCCC3)o2)no1,3%,3%,-1%,-4%,10%,-20%,-1%,0%,-2%,-1,-14%
Cc1ccc(C2(C)NC(=O)N(CC(=O)Nc3c(C)n(C)n(-c4ccccc4)c3=O)C2=O)cc1 (configuration not stated),4%,-9%,-2%,-2%,-1%,4%,?,-10%,1%,5,-5%
CCc1ccccc1NC(=O)c1noc(C(C)C)c1[N+](=O)[O-],-1%,-1%,-1%,-4%,17%,-63%[inhibitor],?,0%,-1%,1,-10%
O=C(OCC(=O)N1CCCCC1)c1ccc2ccccc2n1,0%,.,-1%,-3%,?,3%,-2%,-7%,2%,.,-35%
N=C1S/C(=C\c2ccco2)C(=O)N1c1ccc2c(c1)OCO2,-6%,1%,-9%,-24%,?,?,?,-2%,12%,8,-15%
CN1CCN(c2ccccc2NC(=O)c2ccc(-c3ccc(Cl)c(Cl)c3)o2)CC1,-7%,-1%,5%,-1%,18%,0%,-1%,-25%,4%,-5,19%
O=C(NNC(=S)NC(=O)c1cn(-c2ccccc2)nc1-c1ccccc1)c1ccncc1,-1%,-13%,14%,-4%,-3%,-22%,?,-9%,3%,4,-6%
CCn1ccnc1CN1CCCCC1C(=O)Nc1ccc(Oc2cccnc2)cc1 (configuration not stated),7%,-2%,?,-1%,?,22%,-6%,-2%,-1%,12,-3%
COc1ccc(NC(=S)N(CCCN2CCCC(C)C2)Cc2cccs2)cc1 (configuration not stated),5%,14%,-4%,-2%,9%,-18%,-3%,-2%,1%,11,-4%
COc1cccc(NC(=O)CN(C)C(=O)CCCNC(=O)c2ccc(Cl)cc2)c1,2%,0%,1%,-8%,?,1%,-4%,-2%,-42%,16,13%
CCN(CC)S(=O)(=O)c1ccc(S(=O)(=O)N(Cc2ccccn2)Cc2ccco2)cc1,-3%,-1%,-9%,-3%,?,-15%,-1%,-3%,2%,7,4%
O=[N+]([O-])c1ccc(N2N=C(c3ccccc3)CC2c2ccccc2O)cc1 (configuration not stated),.,-48%[inhibitor],3%,.,-16%,.,?,-7%,.,4,2%
C=CCn1c(SCC(=O)c2ccc(OC)cc2)nnc1-c1ccc2c(c1)OCO2,0%,?,6%,-5%,1%,-2%,-10%,0%,-3%[46.1 µM],4,0%

# Molecules listed so far that contain a COOH group (two):
SMILES,ASM inhibitor,Mito fusion yeast,Tb PFK block,TSG101-PTAP inh,ELG1 repair inh,a7 integrin act,BCR signal inh,AT treatment,TCR act,TSHR antag,Eya2 phos inh
O=C(O)c1ccc(CSc2nnc(-c3ccccc3Br)o2)cc1,4%,2%,3%,-2%,20%,-21%,?,-1%,6%,8,4%
O=C(O)c1ccc(Nc2ccc(F)c(F)c2)c([N+](=O)[O-])c1,4%,?,-2%,-3%,13%,-1%,6%,-7%,2%,-7,18%

# (continued)
SMILES,ASM inhibitor,Mito fusion yeast,Tb PFK block,TSG101-PTAP inh,ELG1 repair inh,a7 integrin act,BCR signal inh,AT treatment,TCR act,TSHR antag,Eya2 phos inh
Cc1cccc(OCCC(=O)NNC(=O)c2ccoc2C)c1,3%,0%,6%,0%,9%,?,4%,-1%,-8%,-21,4%
CN1CCN(C(c2cc3cc4c(cc3[nH]c2=O)OCCO4)c2nnnn2C2CCCC2)CC1 (configuration not stated),.,3%,-4%,.,0%,.,-5%,-4%,.,3,9%
Cn1nc(C(F)(F)F)c(CO)c1Sc1ccc(F)cc1,8%,-2%,0%,0%,?,5%,-3%,-2%,1%,0,-4%
N#Cc1nc(-c2cccs2)oc1NCCc1ccccc1,126%[activator],21%,-2%,-2%,?,-29%,-13%,.,-3%,-4,0%
O=C1CSc2ccc(C(=O)NCC(c3ccco3)N3CCCCC3)cc2N1 (configuration not stated),2%,-15%,6%,-3%,3%,-4%,2%,4%,-1%,1,-10%
Cc1ccc2nc3n(c(=O)c2c1)-c1ccccc1C(=O)NC3Cc1ccccc1 (configuration not stated),.,0%,-5%,.,24%,.,?,0%,.,-12,-5%
N#Cc1ccc(-c2csc(NC(=O)c3cc(-c4cccs4)nc4ccccc34)n2)cc1,11%,-2%,1%,-2%,?,37%,-7%,0%,10%,-2,-13%
CC(=O)[C@H]1[C@H]([C@H](O)[C@H](O)CO)O[C@](O)(C(=O)O)C[C@@H]1O,4%,-5%,1.7µM*,-2%,-2%,-4%,18%,-2%,-1%,8,-13%
O=[N+]([O-])/C(C(Cl)=C(Cl)Cl)=C(/Sc1ccccc1)N1CCCCC1,-9%,-6%,-5%,1%,?,-17%,?,1%,1%,-2,-1%
Clc1ccc(SCc2cn3ccccc3n2)cc1,1%,7%,-3%,-1%,?,-2%,?,3%,2%,-8,-15%
Cc1ccnc2nc(C(=O)OCCOc3ccccc3)nn12,-2%,2%,-2%,-6%,2%,-16%,3%,-2%,-6%,2,10%
CCOCc1c(C(=O)N2CCN(CCOc3ccc(Cl)cc3)CC2)oc2ccccc12,-2%,21%,3%,-3%,-25%,-28%,-2%,5%,3%,-8,13%
CCOC(=O)c1sc(C)c2c1NC(C)(c1cccs1)NC2=O (configuration not stated),11%,-24%,-3%,.,-4%,10%,-10%,19%,.,2,11%
O=C(CN1CCCCC1)N/N=C/c1cccc(Cl)c1,-1%,2%,-2%,-7%,7%,?,?,-3%,-1%,7,0%
Cn1c2ccccc2c2cc(/C=N/NC(=O)c3cc(O)cc(O)c3)ccc21,-7%,-2%,-13%,-1%,1%,1%,?,-6%,-8%,-9,-1%
Fc1cccc(Cl)c1CSc1nnc(CNc2ccccc2)o1,-8%,22%,-4%,-6%,15%,-16%,?,2%,-11%,-5,2%
O=C1C(=O)c2ccc(-c3ccccc3)cc2-c2ccccc21,-6%,-21%,-6%,-3%,9.2µM*,-67%[inhibitor],?,?,1%[46.1 µM],-5,-7%
O=C(N/N=C/c1ccccn1)c1cccc(NC(=O)c2ccc(Cl)cc2)c1,-11%,0%,-1%,-6%,?,-12%,9%,0%,1%,-1,23%
O=C(C1CC(=O)N(c2ccccc2)C1)N1CCN(c2ccccc2)CC1 (configuration not stated),.,1%,-4%,-4%,8%,22%,0%,4%,-5%,12,-2%
CC(C)CCNC(=O)C1CCN(C(=O)N(C)C)CC1,1%,0%,-6%,-10%,8%,-6%,4%,-2%,-1%,6,-20%
O=C(N/N=C/c1cccc(OCC(=O)N2CCCC2)c1)C(=O)Nc1ccccc1F,0%,-1%,-2%,1%,-5%,-10%,?,1%,-5%[46.1 µM],0,0%
COCCCNC(=S)N/N=C/c1ccccc1O,.,-3%,-1%,-2%,?,0%,?,3%,1%,6,-1%

# Assay outcomes from PubChem.
